SRC3 TRFRET art = TR-FRET detection interference compounds, artefact control for PPARgamma SRC-3 recruitment agonists, biochemical, TR-FRET ratio; TR-FRET artefact counter-screen, PPARgamma/SRC-3 format; stronger effect = higher value; TR-FRET ratio at 8 µM; 99,000 tested, 0.39% active; AID 1048, 2008; in the data active = TR-FRET ratio above about 2000; note: inactives centre near 1600
SRC1 TRFRET art = TR-FRET detection interference compounds, primary screen, artefact control for PPARgamma SRC-1 recruitment agonists, biochemical, TR-FRET emission ratio; TR-FRET ratio at 8 µM; 99,000 tested, 0.34% active; TR-FRET detection artefact counter-screen; stronger effect = higher value; in the data active = TR-FRET ratio above about 2300; note: inactives centre near 1800
* = called active by the depositor.

SMILES | SRC3 TRFRET art | SRC1 TRFRET art
CSc1ccc(C(=O)C2CCCN(C(=O)c3ccsc3)C2)cc1 (stereo not drawn) | 1626 | 1642
CCC(=O)N1CCN(c2ccc(NC(=O)c3ccc(Br)o3)cc2)CC1 | 1625 | 1855
Cc1[nH]nc(SCC(=O)N2CCOCC2)c1[N+](=O)[O-] | 1508 | 1360
CN(C)c1ccc(NC(=O)C2CCCN(S(=O)(=O)c3ccccc3)C2)cc1 (stereo not drawn) | 1373 | 1911
CCNC(=O)NC(=O)C(C)OC(=O)CNS(=O)(=O)c1c(Cl)cc(Br)cc1Cl (stereo not drawn) | 1617 | 1876
O=C(CCCC(=O)OCC(Cl)=C(Cl)Cl)Nc1ccccc1 | 1804 | 1829
NC(=O)CN1CCN(c2ccccc2F)CC1 | 1695 | 1617
O=C(Cc1noc2ccccc12)Nc1ccccn1 | 1746 | 1938
CNC(=O)COC(=O)/C=C/c1cccs1 | 1523 | 1683
CC(Sc1ccccc1)C(=O)NN=C1CCCCCC1 (stereo not drawn) | 1374 | 1520
Cc1cc(C)n(CCN(C)C(=O)c2cc(COc3c(F)cccc3F)on2)n1 | 1610 | 1918
O=C(CCC(=O)OCc1ccc(Cl)cc1)Nc1ccccc1 | 1740 | 1870
Cc1cc(N2CCCC2=O)ccc1S(=O)(=O)NCCOc1ccccc1 | 1532 | 1776
COc1ccc(C2C(C(=O)/C=C/c3ccco3)=C(O)C(=O)N2CCN2CCOCC2)cc1OC (stereo not drawn) | 1608 | 1814
CCO[C@@H]1OC(C(N)=O)=C[C@H](c2ccc3c(c2)OCO3)[C@H]1CCCO | 1557 | 1365
Cn1c2ccccc2n2c(=O)c(=O)n(CC(=O)c3ccc(Cl)cc3)nc12 | 1452 | 1761
CC(=O)Nc1ccc(S(=O)(=O)NNC(=O)c2cccc(Cl)c2)cc1 | 1718 | 1731
NC(=O)Cn1nc([N+](=O)[O-])nc1Oc1ccc(Br)cc1 | 1760 | 1833
CCOC(=O)C1=C(C)N(c2ccc(OCC)cc2)C(=O)/C1=C\c1ccco1 | 1631 | 1633
C/C(=N/NC(=O)c1ccc(Br)o1)c1ccncc1 | 1520 | 1730
O=C(O)C(Cc1ccccc1)n1c(=S)[nH]c2ccccc2c1=O (stereo not drawn) | 1460 | 1900
CN1/C(=C\C(=O)c2cccnc2)C(C)(C)c2ccccc21 | 1359 | 1883
CCCn1nc(C(=O)Nc2nnc(CC)s2)c2ccccc2c1=O | 1567 | 1857
CC(NC(=O)Cc1ccccc1[N+](=O)[O-])c1ccccc1 (stereo not drawn) | 1599 | 1487
CC(=O)c1sc2nc(CSc3nnnn3-c3ccccc3)[nH]c(=O)c2c1C | 1607 | 1919
Next records.
SMILES | SRC3 TRFRET art | SRC1 TRFRET art
Cc1c(Cl)cccc1NC(=S)N1CCCN(Cc2ccc(F)cc2)C1 | 1393 | 1584
COc1ccc2o/c(=N/NC(=O)c3cccs3)c(C(N)=O)cc2c1 | 1555 | 2026
O=C(O)C1C2CCC(O2)C1C(=O)Nc1ccc(O)cc1 (stereo not drawn) | 1629 | 1677
CC(C)OC(=O)/C(C#N)=C/c1c[nH]c2ccccc12 | 1523 | 1758
CCOc1ccc(C(=O)Nc2cccc([N+](=O)[O-])c2)cc1Br | 1681 | 1670
O=C(CSCc1ccc(Cl)cc1)N/N=C/c1ccco1 | 1486 | 1828
CCOC(=O)CN(Cc1sccc1C)C(=O)Nc1ccc(OC)cc1OC | 1617 | 1855
COc1ccc(-n2c(Cc3cccn3C)nnc2SCC(=O)Nc2ccccc2OC)cc1 | 1623 | 2074
COc1ccc(CCN(C)C(=O)c2ccc(S(=O)(=O)NCc3ccco3)cc2)cc1OC | 1605 | 1873
Cc1ccc(NC2=C(Cl)C(=O)c3ccccc3C2=O)cc1 | 1698 | 2145
O=C(c1cnn(-c2ccccc2)c1-n1cccc1)N1CCN(C2CCCCC2)CC1 | 1445 | 1901
CCN1C(=O)C(CC(=O)NCCc2ccccc2)N(NC(=O)c2cccnc2)C1=S (stereo not drawn) | 1531 | 1930
Cc1cc(=O)[nH]c(=O)n1Cc1ccccc1 | 1531 | 1629
COc1cc(NC(=O)CN2CC(c3ccccc3)CC2=O)cc(OC)c1 (stereo not drawn) | 1701 | 2054
CCOC(=O)c1ccc(NC(=O)COC(=O)Cc2csc(-c3ccccc3)n2)cc1 | 1372 | 1684
CCN(CC)C(=O)C(=O)c1cn(CC(=O)N2CCc3ccccc3C2)c2ccccc12 | 1538 | 1730
COc1ccc(NC(=O)c2ccc3c(=O)n(-c4ccc(OC)cc4OC)c(=S)[nH]c3c2)c(OC)c1 | 1601 | 1547
Oc1ccc(-c2n[nH]c(=S)n2-c2ccc3c(c2)OCCO3)c(O)c1 | 1753 | 1860
Cc1cccc(OCc2ccc(C(=O)Nc3ccc(F)cc3)cc2)c1 | 1443 | 1717
CC(Oc1ccc(Cl)cc1)C(=O)Nc1ncccn1 (stereo not drawn) | 1535 | 1875
CN(C(=O)COc1ncnc2sccc12)c1ccccc1 | 1514 | 1699
O=[N+]([O-])c1ccc(N2CCN(S(=O)(=O)c3ccccc3)CC2)cc1NCc1ccco1 | 1565 | 1978
O=C(COC(=O)c1cccs1)NCCC1=CCCCC1 | 1536 | 1580
Cc1ccc(OCCc2csc(N)n2)cc1 | 1506 | 1808
Fc1ccc(CN2C3=NCCCN3c3ccccc32)cc1 | 1617 | 1847
More records follow:
SMILES | SRC3 TRFRET art | SRC1 TRFRET art
Cc1cc(-n2cccn2)ccc1CN1CCN(C2CCCC2)C(CCO)C1 (stereo not drawn) | 1355 | 1707
COc1cc(/C=N/NC(=O)c2ccncc2)ccc1OC(=O)c1ccccc1Cl | 1667 | 1741
CCCOc1ccc(N2C(=O)CC(N(CCc3ccc(OC)cc3)C(=O)/C=C/C(=O)O)C2=O)cc1 (stereo not drawn) | 1420 | 1462
Cc1cccc(C2c3[nH]c4ccccc4c3CCN2C(=O)c2cc(-c3cccn3C)n[nH]2)n1 (stereo not drawn) | 1608 | 1616
CCNC(=S)Nc1cccc(F)c1C | 1551 | 1814
O=C(N/N=C/c1ccc(O)c(O)c1)c1cccc(S(=O)(=O)N2CCCCC2)c1 | 1357 | 1729
CCn1cc([C@@H]2C[C@H]3CN(Cc4cccc(Cl)c4)C(=O)[C@]34CCCN24)c(C)n1 | 1486 | 1640
COc1ccc(C)cc1NC(=O)C1CCCN(S(=O)(=O)c2cccc3nonc23)C1 (stereo not drawn) | 1717 | 1925
O=C(NCCCn1ccnc1)/C(=C\c1cccnc1)NC(=O)c1cccc(Br)c1 | 1579 | 1757
CN1CCN(c2nc3c(c(=O)n(C)c(=O)n3C)n2CC(=O)C23CC4CC(CC(C4)C2)C3)CC1 | 1546 | 1835
COc1cccc(/C=C(/C(=O)OCC(N)=O)c2ccccc2)c1 | 1624 | 1605
Cc1nc2sc3c(c2c(=O)n1N)CCC3 | 1413 | 1829
COc1cccc(/C=N/NC(=O)c2ccc(=O)n(C)c2)c1OC | 1836 | 2001
O=[N+]([O-])c1cccc(/C=N/N2CCN(c3ccccn3)CC2)c1 | 1626 | 2050
NS(=O)(=O)c1ccc(N=Nc2c(O)ccc3ccccc23)cc1 | 1690 | 1955
CCOc1ccc(C(=O)NC2CC3CCCC(C2)N3CC(C)C)cc1 (stereo not drawn) | 1680 | 1589
CCOC(=O)C1C(=O)CC(C)(O)C(C(=O)OCC)C1c1cccc(OC(F)(F)C(F)F)c1 (stereo not drawn) | 1461 | 2110
O=C(O)c1cc(NS(=O)(=O)c2ccc(N3CCOCC3)c([N+](=O)[O-])c2)cc(C(=O)O)c1 | 1413 | 1801
O=C(N/N=C/c1ccc([N+](=O)[O-])cc1)C(=O)N1CCCC1 | 1569 | 1653
O=C(/C=C/c1ccco1)Nc1cccc(NC(=O)/C=C/c2ccco2)n1 | 1576 | 1787
CCOC(=O)c1ccc(S(=O)(=O)NNC(=O)COc2ccccc2C)cc1 | 1496 | 1678
CCOC(=O)N1CCN(C(=O)c2oc3ccc(S(=O)(=O)N4CCOCC4)cc3c2C)CC1 | 1289 | 1962
O=C(CCC(=O)c1cccs1)Nc1ccc(N2CCCCC2)cc1 | 1685 | 1867
CCC(C)(C)n1nnnc1C(c1ccc(O)cc1)N1CCc2ccccc2C1 (stereo not drawn) | 1717 | 1652
O=C(CSCC(=O)N1CCCc2ccccc21)Nc1nc(-c2ccccc2)cs1 | 1538 | 1764
The list continues.
SMILES | SRC3 TRFRET art | SRC1 TRFRET art
Cc1nc2ncccn2c1-c1csc(Nc2ccccc2)n1 | 1596 | 1937
O=C(c1cccc(C(F)(F)F)c1)c1c[nH]c(C(=O)NCCCN2CCOCC2)c1 | 1631 | 1960
COc1cccc(NC(=O)c2cc([N+](=O)[O-])ccc2NC(=O)CNCC2CCCO2)c1 (stereo not drawn) | 1830 | 2072
CCOC(=O)N1CCN(C(=S)NC(=O)c2cc(Br)ccc2Cl)CC1 | 1430 | 1627
O=C(CN1CCN(Cc2ccc(Cl)cc2)CC1)N/N=C/c1ccncc1 | 1551 | 1978
O=C(NCc1ccccn1)C1CCN(S(=O)(=O)N2CCCC2)CC1 | 1535 | 2013
CCc1cc(-c2onc(C)c2-c2cscn2)c(O)cc1OC | 1447 | 2004
COc1ccc(N2CCN(C(=O)CSc3nc4[nH]ncc4c(=O)n3-c3cccc4ccccc34)CC2)cc1 | 1698 | 1799
Cn1c(=O)cc(N)n(Cc2ccccc2)c1=O | 1533 | 1765
Cc1ccc(NC(=O)C2CCN(S(=O)(=O)c3c(C)noc3/C=C/c3ccco3)CC2)nc1 | 1593 | 1700
CN1CCN(CC(=O)Nc2ccc([N+](=O)[O-])cc2Br)CC1 | 1569 | 1670
C/C(=N\NC(=O)CNC(=O)C(c1ccccc1)c1ccccc1)c1ccc(C(C)(C)C)cc1 | 1741 | 1881
Cc1cc(C)c(NC(=O)COC(=O)c2cccc3c2C(=O)c2ccccc2C3=O)c(C)c1 | 1498 | 1772
Cc1cc(N2CCN(C)CC2)nc2ccc(NC(=S)N3CCN(c4ccccn4)CC3)cc12 | 1756 | 1974
CC(=O)c1c(-c2ccccc2)c2cc(Cl)ccc2[nH]c1=O | 1599 | 1714
CC/C(=N/NC(=O)CNc1ccc(Cl)cc1C)c1ccccc1 | 1580 | 2032
Cc1cc(NS(=O)(=O)c2ccc(NC(=O)c3cnc4sccn4c3=O)cc2)nc(C)n1 | 1633 | 2165
CC(C)CC(COCc1ccc(Cl)cc1)N1CCN(C(=O)c2ccc(C(F)(F)F)cc2)CCC1=O (stereo not drawn) | 1587 | 1892
CCOc1ccccc1/C=N/OCC(=O)NCc1ccc(F)cc1 | 1540 | 1911
CC1=C(C(=O)Nc2ccc(F)c(F)c2)C(c2cccs2)NC(=S)N1 (stereo not drawn) | 1907 | 2450*
COc1cnc(-c2ccccc2)nc1Sc1ccccc1 | 1469 | 1677
CCCc1nc2ccccc2c(C(=O)OCC(=O)N2CCc3ccccc32)c1CC | 1800 | 1682
CC(=O)N1N=C(c2cccc([N+](=O)[O-])c2)OC1c1cccc(Br)c1 (stereo not drawn) | 1727 | 1533
COCCC(=O)N1CCc2c([nH]c3ccccc23)C1C(C)(C)C (stereo not drawn) | 1679 | 1729
COc1ccccc1NC(=O)CN1CCC(c2nc3ccccc3[nH]2)CC1 | 1501 | 1745
New compounds follow:
SMILES | SRC3 TRFRET art | SRC1 TRFRET art
COc1ccccc1NC(=S)N(Cc1ccc(C)cc1)Cc1cccnc1 | 1653 | 1885
O=c1[nH]c(=O)n(-c2ccccc2)c2c1C(C(F)(F)F)(C(F)(F)F)N=C(CCC1CCCCC1)N2 | 1347 | 1684
NC(=O)[C@@H]1CCCNc2c(F)cc([N+](=O)[O-])cc2C(=O)N[C@@H](CO)C(=O)NCC(=O)N1 | 1489 | 1763
COc1cc(CCC(=O)Nc2ccc(Br)c(C(F)(F)F)c2)cc(OC)c1OC | 1583 | 1886
CC(=O)C1C(c2ccc(Br)cc2)C2C(C)=NN=C2CC1(C)O (stereo not drawn) | 1786 | 1811
Cc1cccc(Nc2ncnc3c2cnn3Cc2ccccc2)c1 | 1452 | 1617
N#CCC(=O)Nc1nc(-c2ccc3c(c2)OCCO3)cs1 | 1642 | 2005

Only part of the results is shown, so the mix of outcomes need not match the whole.
